Compound activity as filed in PubChem.
S3 lipid droplet – qHTS Assay for Lipid Storage Modulators in Drosophila S3 Cells; Drosophila S3 cells, BODIPY lipid droplet fluorescence, 18-24 h; cells fed with added oleic acid; Potency in µM for hits, for the others lipid storage change, negative = inhibition, % at the top dose, mostly 46.1 µM; hit rate 0.64% among 320,000; active = well fitted inhibition curve with a large enough effect in the signal ratio, with a control signal flat, not every such curve was filed as active; inconclusive = small, poorly fitted or top-dose-only effect, or effect the other way, or a change in a side signal; the % refers to the signal ratio
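Drosophila S3 cells loaded with oleic acid (400 uM, as added) and compounds at several concentrations; lipid droplets imaged by 488-nm laser-scanning cytometry, 500–530 nm intensity and object ratio to cell channel. Percent activity normalized to 20 uM Triacsin C.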
S3 lipid droplet cell count max – also measured in S3 lipid droplet; calls as there; cell number change, %; measured here: cell count max response;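 cells counted by Cell Tracker Red CMTPX staining in the red channel; peak over a dose series mostly up to 46.1 µM; percent activity relative to internal control wells on each plate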
The depositor's hits bear a star; i = inactive; ? = inconclusive; . = no result given. % is scaled to controls: 0 for no effect and ±100 for the full control effect; potency is read from the fitted curve at half-maximal effect.

SMILES | S3 lipid droplet cell count max | S3 lipid droplet
CCN(CC(=O)Nc1ccc(N2CCOCC2)cc1)C(=O)Cc1ccccc1 | . | ?
CCCCCCNCc1c(F)cccc1Cl | . | ?
CC(=O)c1c(C)[nH]c(C(=O)COC(=O)CCOc2ccc(C)cc2)c1C | . | ?
O=C(c1ccc2c(c1)OCO2)C1CCCN(Cc2cccc(C(F)(F)F)c2)C1 (stereo not given) | . | ?
CC(C)(CC(=O)O)CC(=O)N1CCCN(c2nccc(C(F)(F)F)n2)CC1 | 7 | 3%
Cc1cccc(NC(=O)c2ccc(N3C(=O)C4CCCCC4C3=O)cc2)c1C (stereo not given) | . | ?
Nc1c(-c2ccc(Cl)cc2)cnn1C1CCS(=O)(=O)C1 (stereo not given) | . | ?
Cc1ccc(OCC(=O)N/N=C/C=C/c2ccco2)cc1 | -25 | -22%
O=C(Nc1ccc(Cl)cc1)OCc1cc(-c2ccccc2)on1 | 2 | -6%
Cc1ccc(-c2cc(C(F)(F)F)n3nc(C(=O)Nc4ccon4)cc3n2)cc1C | 1 | 1%
O=C1c2ccc(Oc3ccc([N+](=O)[O-])cc3)cc2C(=O)N1c1ccncc1 | -11 | -2%
Cc1ccc(-c2nc3cc(NS(=O)(=O)c4ccc(C)cc4)ccc3o2)cc1 | . | ?
COCC(=O)NC1CCN(S(=O)(=O)c2cccc(C(C)=O)c2)CC1 | -10 | -6%
CCOC(=O)NC(=O)CSc1nnc(C)s1 | -5 | 3%
CCOC(=O)Nc1ccc2c(CN3CCC(C(=O)OC)CC3)cc(=O)oc2c1 | . | ?
NS(=O)(=O)c1ccc(NC(=O)CSc2n[nH]c(=O)n2C2CC2)cc1 | . | ?
Cc1cc(C)cc(OCCCCn2cncn2)c1 | 8 | 16%
CCCN1c2cccc3cccc(c23)S1(=O)=O | . | ?
O=C(/C=C/c1ccc([N+](=O)[O-])cc1)NCc1ccccn1 | . | ?
O=C(CSc1nnc(Cc2cccs2)n1Cc1ccco1)Nc1ccc(Br)cc1 | -11 | -12%
C=C(C)Cn1c(C)cc(C)c(S(=O)(=O)c2cccc(C)c2)c1=O | . | ?
N#CCO/N=C/C(=O)Nc1ccc(F)cc1F | 25 | -6%
COc1cc(OC)c(OC)cc1/C=N/NC(=O)c1cc(-c2cccn2C)n[nH]1 | -7 | -21%
CC1(NC(=O)CC(c2ccccc2)(c2ccccc2)c2ccccc2)CCN(CCCc2ccccc2)C1=O (stereo not given) | . | ?
CN(CC(=O)Nc1ccccc1Br)C(=O)CN(C)C1CCCCC1 | 14 | 0%
CC(C)NCCCCOc1ccccc1-c1ccccc1 | . | ?
O=C(O)COc1ccc(Nc2ccccc2)cc1 | . | ?
COC(=O)C1=C(CSc2nnnn2C)NC(=O)NC1c1cc(C)ccc1C (stereo not given) | . | ?
Cc1ccc(C)c(S(=O)(=O)N/N=C/c2ccc(C(=O)O)cc2)c1 | -14 | -8%
COc1ccc(OC)c(/C=N/NC(=O)CCc2c(C)n[nH]c2C)c1 | . | ?
CCOc1ccc(NC(=O)C(=O)N/N=C/c2ccccc2F)cc1 | . | ?
COCCCn1c(=O)/c(=C\c2ccccc2OC(C)C)s/c1=C(/C#N)C(=O)Nc1ccc(C(=O)O)cc1 | . | ?
COc1ccc(CC(NC(C)=O)C(=O)NC2CCN(C(=O)c3ccc([N+](=O)[O-])cc3)CC2)cc1OC (stereo not given) | -11 | -16%
Cn1nnnc1SCCNS(=O)(=O)c1ccccc1 | 4 | 2%
CCn1cc(C(=O)NP(=O)(Nc2ccc(C)cc2)Nc2ccc(C)cc2)c2ccccc21 | . | ?
N#Cc1c(N)oc(-c2ccccc2)c1-c1ccccc1 | . | ?
CCOc1ccc(NC(=O)NNC(=O)c2cc3ccccc3cc2O)cc1 | . | ?
O=C1CCCN1c1ccc(S(=O)(=O)NCCOc2ccccc2)cc1 | . | ?
O=C(Nc1ccnn1C1CCN(C(=O)c2cccc(Cl)c2)CC1)C1CC1 | . | 3%
COc1cc(NC(=O)CNc2ccc(Cl)c(S(=O)(=O)N3CCOCC3)c2)cc(OC)c1 | -14 | -3%

In the list so far, these have an aryl methoxy group.
SMILES | S3 lipid droplet cell count max | S3 lipid droplet
COc1cc(OC)c(OC)cc1/C=N/NC(=O)c1cc(-c2cccn2C)n[nH]1 | -7 | -21%
COc1ccc(OC)c(/C=N/NC(=O)CCc2c(C)n[nH]c2C)c1 | . | ?
COc1ccc(CC(NC(C)=O)C(=O)NC2CCN(C(=O)c3ccc([N+](=O)[O-])cc3)CC2)cc1OC (stereo not given) | -11 | -16%
COc1cc(NC(=O)CNc2ccc(Cl)c(S(=O)(=O)N3CCOCC3)c2)cc(OC)c1 | -14 | -3%

Gathered by group, the compounds so far with a CF3 group
SMILES | S3 lipid droplet cell count max | S3 lipid droplet
O=C(c1ccc2c(c1)OCO2)C1CCCN(Cc2cccc(C(F)(F)F)c2)C1 (stereo not given) | . | ?
CC(C)(CC(=O)O)CC(=O)N1CCCN(c2nccc(C(F)(F)F)n2)CC1 | 7 | 3%
Cc1ccc(-c2cc(C(F)(F)F)n3nc(C(=O)Nc4ccon4)cc3n2)cc1C | 1 | 1%

More structures.
SMILES | S3 lipid droplet cell count max | S3 lipid droplet
CN(C)CCCNc1oc(/C=C/c2cccs2)nc1S(=O)(=O)c1ccccc1 | 2 | i
COc1ccc(CNC(=O)C/C(C)=N/NC(=O)c2cc(OC)cc(OC)c2)cc1 | . | ?
CC(C)N(Cc1cnn(C)c1)C(=O)C1CCC(=O)N(CCc2cccc(F)c2)C1 (stereo not given) | -6 | i
CCCCCCCCCCCCCCCC(=O)NCCc1c[nH]c2ccccc12 | 16 | -6%
Cc1cccc(NC(=O)CCC(=O)N/N=C/c2ccco2)c1 | 1 | -6%
COc1ccc(CN(CC2CCC(C(=O)O)CC2)C(=S)Nc2cc(C)ccc2C)cc1 (stereo not given) | . | ?
CCOC(=O)C1(Cc2ccccc2C)CCCN(C(=O)COC)C1 (stereo not given) | -2 | -3%
COc1cccc(CNC(=O)CCC2CCCN(C(=O)C3CCOCC3)C2)c1 (stereo not given) | 3 | 11%
Cc1ccc(-c2nnnn2-c2ccc(C)cc2)cc1 | . | -10%
O=C(/C=C/c1ccc([N+](=O)[O-])s1)N1CCCCC1 | . | ?
CCSc1nnc(NC(=O)Cc2ccc(OC)c(OC)c2)s1 | -12 | -21%
CCOC(=O)c1c(/N=C/N(C)C)sc(/C=N/Nc2ccccc2)c1-c1ccccc1Cl | -9 | 2%
N#CC(c1ccc(F)cc1)c1ccc(C(=O)c2ccccc2)cc1 (stereo not given) | 0 | 0%
COc1cccc(OCCCCCCN2CCOCC2)c1 | . | ?
CCc1noc(C)c1C(=O)Nc1ccc(-c2nnc3n2CCCCC3)cc1 | . | ?
Cc1ccc(-n2c(SCC(=O)NCC3CCCO3)nc3c(c2=O)SCC3)cc1 (stereo not given) | . | ?
Cc1cccc(-c2cc3nc4c(c(N5CCOCC5)n3n2)CCCC4)c1 | . | ?
Cc1nnc(-c2ccc(Oc3ccc(C)c(C)c3)c([N+](=O)[O-])c2)o1 | . | ?
C=CCOc1cccc(C2C(C(=O)c3ccco3)=C(O)C(=O)N2Cc2ccncc2)c1 (stereo not given) | . | ?
CC1C(=O)Nc2ccccc2N1C(=O)c1ccccc1 (stereo not given) | . | ?
COc1cc(/C=N/NC(=O)c2cccs2)ccc1OCc1ccccc1 | . | ?
Cc1nn(-c2ccccc2)c(C)c1C(=O)OCC(=O)N1CC(=O)Nc2ccccc21 | . | ?
Cc1cccc(C)c1NC(=O)CSc1nnc(C)n1-c1ccccc1 | -4 | 5%
Cc1cc(C)nc(SCC(=O)Nc2ccc(S(=O)(=O)N3CCCCC3)cc2)n1 | . | ?
CC(=O)c1cc(N2CCOCC2)ccc1[N+](=O)[O-] | . | 4%
C=CCNC(=O)CC(C)C(CCCCC)C(=O)O (stereo not given) | . | ?
CN(c1ccccc1)c1ccc(/C=C/[N+](=O)[O-])cc1 | . | ?
O=C(CNC(=O)c1ccco1)NC1CCCCCC1 | . | ?
COC(=O)c1cc(S(=O)(=O)NCCc2ccc(C)cc2)c[nH]1 | . | ?
CC(=O)Nc1ccc(S(=O)(=O)Nc2cccc(S(=O)(=O)N(C)c3ccccc3)c2)cc1 | 24 | 10%
CN(CC(=O)Nc1ccc(Cl)c(C(F)(F)F)c1)C(=O)CCNC(=O)c1ccco1 | . | ?
CN1CCN(c2ccccc2NC(=O)c2ccc(Br)o2)CC1 | . | ?
Cc1ccccc1Cn1c(-c2cncs2)nc2ccccc21 | . | 23%
Cc1ccc(/C=C/C(=O)N2CCN(c3cccc(C(F)(F)F)c3)CC2)cc1 | -19 | -10%
O=[N+]([O-])c1nn(-c2ccc3c(c2)OCCO3)n(O)c1=NCCCO | . | ?
O=C1c2cccnc2C(Nc2ccc(Br)cc2)N1Cc1cccs1 (stereo not given) | -15 | -3%
Cc1cc2c(cc1C)NC(c1nc3ccccc3[nH]1)C1=C(CC(C)(C)CC1=O)N2 (stereo not given) | . | ?
CC1(C)CC1C(=O)Nc1ccc([N+](=O)[O-])cc1Br (stereo not given) | -1 | -6%
O=C(Nc1ccccc1N1CCOCC1)c1cnccn1 | -3 | -15%
O=C(O)c1ccc(S(=O)(=O)c2ccc3c(c2)C(=O)N(NC(=O)c2cccnc2)C3=O)cc1 | 14 | -1%
CC(=O)Nc1ccc(OCC(=O)NC(C)c2ccc(F)cc2)cc1 (stereo not given) | . | ?
O=C(CN(C(=O)CCC(=O)Nc1nccs1)c1ccc(F)cc1)NCc1ccco1 | . | ?
COCCN(Cc1ccccc1)C(=O)c1cccc(S(=O)(=O)N(C)c2c(C)n(C)n(-c3ccccc3)c2=O)c1 | . | ?
Cc1ccnc(NC(=O)Cn2cc([N+](=O)[O-])cn2)c1 | . | ?
COc1ccc(C2(C)CC(=O)NC2=O)cc1 (stereo not given) | . | 11%
COC(CNC(=S)Nc1ccc([N+](=O)[O-])cc1)OC | 18 | 13%
COc1ccc2c(c1OC)C(=O)N(c1cccc(C(F)(F)F)c1)C2 | . | ?
COc1ccc(NC(=O)C2CCN(C(=O)Nc3ccc(C)cc3)CC2)cc1OC | 22 | i
Cc1ccc(SCc2cc(-c3ccc(Cl)cc3)no2)cc1 | 20 | 7%
CCOC(=O)c1c(C)nc2cc(C)cc(C)n12 | . | ?
CC(=O)NC(=S)Nc1ccc(S(=O)(=O)N2CCOCC2)cc1 | . | ?
Cc1cc(C(=O)Nc2ccc(S(=O)(=O)Nc3onc(C)c3C)cc2)cs1 | 4 | 7%
Cc1cccc(NC(=S)N2CCN(c3ccc(F)cc3)CC2)c1 | -8 | 4%
O=C(c1ccc(F)c(S(=O)(=O)N2CCOCC2)c1)N(c1ccccc1)c1ccccn1 | . | ?
COc1ccccc1CNCC(=O)Nc1ccc(C(F)(F)F)cc1 | -5 | 4%
CC(C)C(=O)Nc1nc(-c2ccccc2)ns1 | -1 | -1%
O=C1CSC(c2ccccc2F)N1c1ccccc1 (stereo not given) | 10 | 0%
CCN(CC)S(=O)(=O)c1ccc2c(c1)nc(CCC(=O)Nc1cccc(C(F)(F)F)c1)n2CC | . | ?
CCN(CC)C(=O)CSc1nc(O)c(Cc2ccccc2)c(=O)n1-c1ccccc1C | 11 | 4%
CCn1c(SCC(=O)NCc2cccs2)nnc1-c1ccco1 | . | ?

(continued)
SMILES | S3 lipid droplet cell count max | S3 lipid droplet
CCOC(=O)C1=C(COc2ccc(F)cc2Cl)NC(=O)NC1c1cc(C)ccc1C (stereo not given) | -25 | 11%
CC(=O)c1cc(C#N)c(SCc2ccc(F)cc2)nc1C | . | ?
CCC(C)[C@H](NC(=O)[C@@H]1Cc2c([nH]c3ccccc23)C2c3ccccc3C(=O)N21)C(=O)NCC1CCCO1 (stereo not given in full) | -4 | -24%
CC(C)CCNC(=O)C(c1cccnc1)N(CCc1ccccc1)C(=O)Cn1nnc2ccccc21 (stereo not given) | -7 | 5%
COc1ccc(CN(C(=O)CN2C(=O)c3ccccc3S2(=O)=O)C(C(=O)NCC2CCCO2)c2ccco2)cc1 (stereo not given) | 7 | i
CCCCN(C(=O)c1c(C)[nH]c(C(=O)OCC)c1C)c1ccccc1 | . | ?
COC(=O)c1nn(C23CC4CC(CC(C4)C2)C3)c2c1C(=O)N(c1ccc(F)cc1)C2=O | . | ?
COc1cc(OC)nc(/N=C/NO)n1 | . | -2%
COc1ccc(C(=O)NNC(=O)c2cc3cccc(OC)c3oc2=O)cc1 | . | ?
CCOc1ccccc1-n1nnnc1SCC(=O)Nc1cc2oc3ccccc3c2cc1OC | . | ?
CCOC(=O)c1ccc2nc(C)cc(Nc3cccc(C(=O)O)c3)c2c1 | -19 | -11%
NS(=O)(=O)c1ccc(CCNC(=O)c2ccc3c(c2)N(Cc2ccccc2)CCS3)cc1 | -14 | i
CCc1nc(Nc2ccc3c(c2)OCCO3)c2oc3ccccc3c2n1 | . | ?
CC(=O)Nc1cccc(C(=O)OC(C)C(=O)NC(=O)NC2CCCCC2)c1 (stereo not given) | . | i
Cc1ccc2cc(/C=N/NC(=O)CN3CCCCC3)c(Cl)nc2c1 | . | i

The list is partial; the hit share may differ from the screen's.
